# PPC-1+TRAIL kill: PPC-1 cancer cell killing with TRAIL present; PPC-1 cells + TRAIL, ATPLite viability luminescence; cell killing (% activity), % at 4 µM; hit rate 0.41% among 220,000;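 active means cell killing above 50% in the first pass at 4 µM, then a duplicate retest at 5 µM averaging 50% or more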;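 further: plate controls were cells with TRAIL plus DMSO for no effect and medium-only wells lacking cells for full effect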
# Runt-SMMHC FRET: inhibitors of human RUNX1 Runt domain binding to CBFb-SMMHC; AID 1434; Q01196+Q13951; hit rate 0.74% among 220,000; inhibition, % at 20 µM; Cerulean-Runt/Venus-CBFb-SMMHC FRET ratio 530/480, 1 h;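 active means mean inhibition across duplicate retests at 20 µM reaching about 50%, limit read from the data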;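 further: 0% = DMSO wells and 100% = wells with excess untagged CBFb-SMMHC; inhibitors lower the FRET ratio by blocking Runt binding to CBFb-SMMHC; some results filed as inactive read as strong as hits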
# TRPN1 ag: activates the zebrafish TRPN1 channel; activation, % at 3 µM; HEK293 zebrafish TRPN1-YFP, Fluo-8 calcium fluorescence; 100% = response to 87 µM carbachol; hit rate 0.18% among 220,000;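 active means activation above its plate's cutoff, the mean activation of test wells on that plate plus 3 SD, cut at about 19% in these data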;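 further: 0% = DMSO alone and 100% = 87 µM carbachol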
#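 Material – zebrafish TRPN1-YFP in HEK293 cells · Doses – 3 µM single point · Schedule – dye 1 h 37 °C plus 30 min RT · Signal – Fluo-8 calcium fluorescence, excitation 470-495 nm, emission 515-575 nm · Read-out – % activation versus carbachol response · Control set – carbachol high, DMSO low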
# TNF death inh: inhibitors of TNF-alpha induced necroptosis in Jurkat FADD-/- cells; hit rate 0.068% among 220,000; Jurkat FADD-/- TNF necroptosis rescue, ATP luminescence, 24 h; 0 = TNF only, 100 = no-TNF cells; activation (protection from cell death), % at 10 µM;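 active means activation, meaning protection from cell death, of at least 50% relative to plate controls; inactive means activation below 50%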;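 further: necroptosis triggered by 40 ng/mL TNF-alpha added together with compound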
# TRPML3 agonist: agonists of human TRPML3 channel; HEK293 TRPML3-YFP, Fluo-8 calcium fluorescence; 100% = the carbachol control signal; hit rate 0.29% among 220,000; activation, % at 3 µM; AID 1448;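 active means activation above its plate's cutoff, the mean activation of the plate's test wells plus 3 SD, cut at about 12% in these data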;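 further: 0% = DMSO only wells and 100% = carbachol wells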
#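 Test system – HEK293 line with stable expression of human TRPML3-YFP channel · Control set – carbachol 87 µM final as high control (100%), DMSO as low control (0%) · Signal – Fluo-8 calcium dye fluorescence, ex 470-495, em 515-575 nm · Incubation – 1-h 37 °C dye load, 5-s basal, 120-s post-compound reads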
# Mdm2 ligase inh: inhibitors of human Mdm2 E3 ubiquitin ligase; hit rate 0.11% among 210,000; signal enhancement, % at 5 µM; cell-based MDM2 ubiquitination luciferase reporter, 2 h; 0 = plate control, 100 = twice control, blank-subtracted; AID 1230;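 active means signal enhancement of 30% or more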;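 further: luminescence tracks abundance of the self-degrading MDM2-luciferase fusion protein; higher signal means inhibition of MDM2 E3 ligase activity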
# Target sequence (Q00987 whole entry, looked up, the tested form may be a part): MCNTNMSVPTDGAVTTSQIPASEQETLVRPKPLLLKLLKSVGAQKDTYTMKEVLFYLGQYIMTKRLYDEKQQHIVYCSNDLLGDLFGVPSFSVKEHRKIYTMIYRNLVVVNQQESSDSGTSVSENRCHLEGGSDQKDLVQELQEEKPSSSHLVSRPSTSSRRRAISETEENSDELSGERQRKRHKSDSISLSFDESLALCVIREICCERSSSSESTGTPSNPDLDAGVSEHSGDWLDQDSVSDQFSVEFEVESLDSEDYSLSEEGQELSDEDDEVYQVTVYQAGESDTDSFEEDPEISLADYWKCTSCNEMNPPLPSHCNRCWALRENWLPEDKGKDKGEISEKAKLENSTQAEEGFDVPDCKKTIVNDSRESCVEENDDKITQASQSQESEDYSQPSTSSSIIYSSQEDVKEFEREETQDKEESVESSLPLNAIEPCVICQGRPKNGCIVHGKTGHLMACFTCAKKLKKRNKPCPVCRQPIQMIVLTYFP
#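 Buffer or medium: Cells held in DMEM | Assay system: Stable mammalian line carrying autodegrading MDM2–luciferase fusion reporter | Quantity: 2000 cells/well | Times: 4 h settle plus 2 h compound, 37 °C | Doses: One concentration, 5 µM, with 0.2% DMSO | Technique: Luminescence with SteadyLite reagent, 15 min at room temperature | Benchmarks: Plate controls and plate blanks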
# NCF1 inh: blocks human p47phox regulatory protein of NADPH oxidases; inhibition, % at 24.7 µM; P14598; AID 1274; hit rate 0.53% among 220,000; p47phox/p22phox peptide binding, fluorescence polarization, 2 h;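 active means inhibition above about 30%, limit read from the data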;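 further: 0% = p47phox with labelled peptide and 100% = labelled peptide alone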
# Target sequence (P14598 whole entry, looked up): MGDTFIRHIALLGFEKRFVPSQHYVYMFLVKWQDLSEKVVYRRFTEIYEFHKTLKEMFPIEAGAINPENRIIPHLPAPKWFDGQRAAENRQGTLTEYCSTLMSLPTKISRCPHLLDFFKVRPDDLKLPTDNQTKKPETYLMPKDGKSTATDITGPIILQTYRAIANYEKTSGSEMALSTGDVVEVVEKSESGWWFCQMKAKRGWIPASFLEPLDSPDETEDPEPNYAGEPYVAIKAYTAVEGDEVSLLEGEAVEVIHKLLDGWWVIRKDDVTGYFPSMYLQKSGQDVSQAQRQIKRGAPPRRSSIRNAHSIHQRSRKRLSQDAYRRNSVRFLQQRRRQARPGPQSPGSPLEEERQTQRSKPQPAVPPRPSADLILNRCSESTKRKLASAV
# CHOP inhibitor: inhibitors of CHOP induction in ER stress response; CHO-K1 CHOP-promoter luciferase, tunicamycin-induced, 15-18 h; inhibition, % at 10 µM; hit rate 3.8% among 220,000;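 active means compounds that reduced the stress-induced luciferase reporter signal by more than about 70% of percent inhibition, limit read from the data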;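 further: 0% = tunicamycin plus vehicle and 100% = wells without tunicamycin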
# EBV gp42 block: EBV gp42 inhibition | Q1HVG2 | Fluorescence polarization binding assay, mP read-out | inhibition, % (tested at 21.74 µM) | hit rate 0.42% among 220,000 | AID 1085; in the data active means inhibition above about 50%
# Active calls of the source: *; / = no result given; & = joins results of further samples; [ ] = dose if it differs, or a comment.
# Values in the order – PPC-1+TRAIL kill	Runt-SMMHC FRET	TRPN1 ag	TNF death inh	TRPML3 agonist	Mdm2 ligase inh	NCF1 inh	CHOP inhibitor	EBV gp42 block
> COc1cc(C(=O)NCCOc2ccc(F)cc2)c(Br)c(OC)c1OC
 : 21	-3	0.1	1.1	0.0	-14	-5	10	-2
> Cc1ccc(S(=O)(=O)Cc2sc3ccccc3[n+]2C)cc1
 : 1	0	-1.6	-1.9	0.5	-5	-76	-4	1
> CSc1ccccc1NC(=O)c1ccc(C)o1
 : -5	-2	-0.6	-1.3	0.1	-16	-3	29	-2
> Cc1c(N=C/C=C2\N(C)c3ccccc3C2(C)C)c(=O)n(-c2ccccc2)n1C
 : 9	-6	0.7	-1.9	-0.5	-17	-13	-4	-9
> CC(=O)N(CN1C(=O)C2CC=CCC2C1=O)c1cccc(Cl)c1 (centres undefined)
 : -15	-42	-0.5	-2.3	0.2	-16	-11	2	12
> NS(=O)(=O)c1ccc(CCNC(=O)COC(=O)CCSc2ccc(Cl)cc2)cc1
 : 21	2	0.3	0.9	0.8	/	-18	16	-14
> CCCCCCCCn1c(N2CCN(c3cccc(Cl)c3)CC2)nc2c1c(=O)[nH]c(=O)n2C
 : 27	0	-0.3	-4.0	1.4	7	-3	6	-4
> Cc1ccccc1N1CCN(C(=S)c2ccc([N+](=O)[O-])cc2)CC1
 : 24	27	-0.6	-0.3	-0.1	-2	-1	46	-6
> CCCCSc1nnc(-c2ccc(C)cc2)n1C
 : -4	-7	-1.8	-0.3	-1.1	/	-1	-1	-25
> CC(=O)c1cnc2c(-c3ccccc3)c(C(F)(F)F)nn2c1C
 : -1	-7	0.7	-0.6	0.3	-17	-14	30	13
> CC(C)N1CC2=C(OC(N)=C(C#N)C2c2cccnc2)/C(=C/c2cccnc2)C1 (centres undefined)
 : 13	-3	1.3	-1.4	0.3	-11	77*	-19	20
> O=C(CCCSc1ccccc1)Nc1nc(-c2ccco2)c(-c2ccco2)s1
 : 6	-16	-0.4	8.8	0.2	-16	-93	27	1
> CCOc1cccc2cc(C(=O)Nc3ccccc3-c3ccccc3)c(=O)oc12
 : 1	-6	-0.6	2.2	0.8	-4	-8	0	-23
> O=C(COc1ccccc1Cl)NCCc1ccc2c(c1)OCCO2
 : 15	1	0.4	-1.4	-0.2	-25	-5	-8	-16
> CCCCNC(=S)NC(C)(C)CO
 : 1	0	1.4	0.3	0.5	-9	2	-3	-18
> CCCCn1nnnc1SCC(=O)Nc1ccc(N(C)C)cc1
 : -11	5	1.2	1.8	0.7	1	-1	-1	-25
> CC1(C(=O)O)CCC(C(=O)Nc2ccc(S(N)(=O)=O)cc2)C1(C)C (centres undefined)
 : 7	-9	-0.1	1.6	-0.3	-7	-9	-42	-12
> Cc1ccc(C(=O)NCCN2CCOCC2)cc1Cl
 : 11	-6	1.0	-0.9	-0.1	-19	-6	24	5
> Cc1cccc(N2CCN(C(=O)CC(NC(=O)c3ccccc3)c3ccccc3)CC2C)c1 (centres undefined)
 : 9	-1	-1.5	-0.6	-1.6	-13	-2	8	-22
> N#Cc1ccccc1Sc1ccccc1C(=O)OCC(=O)NC1CCCCC1
 : 13	-3	-0.3	1.1	0.2	-8	-8	-15	-19
> CC(=O)C1=C(O)C(=O)OC1c1ccc(Cl)cc1 (centres undefined)
 : 12	0	2.2	3.1	1.1	1	1	27	3
> O=C(OCC#CCSc1nnc(-c2cccc3ccccc23)o1)c1cccs1
 : 5	1	2.5	-2.5	1.0	-29	-15	-10	-15
> COc1ccc2c(c1)c(CCN1C(=O)c3ccccc3C1=O)cn2C(=O)c1ccco1
 : 16	-1	0.5	-3.3	0.9	-1	4	9	-13
> CCN(CC)S(=O)(=O)c1ccc(-c2nnc(SCC(=O)N3CCOCC3)o2)cc1
 : 8	-5	0.8	1.1	0.2	3	-5	-13	7
> CCOc1ccc(OCCOCCOc2ccccc2Cl)cc1
 : -7	0	-0.5	1.3	0.5	/	-6	35	-9
> COc1cccc(NC(=O)CCN2C(=O)c3ccccc3S2(=O)=O)c1
 : 14	-3	-0.2	1.6	-0.7	-4	-13	13	5
> COc1ccc(-c2cn3cc(C)ccc3n2)cc1Br
 : 87*	-2	-0.1	1.2	-0.2	-25	6	22	-6
> Cc1ccccc1NC(=O)c1ccc(F)c(S(=O)(=O)N2CCN(c3ccccn3)CC2)c1
 : 21	0	1.5	-2.7	1.0	-7	-3	45	-9
> CC(=O)c1ccc(N=C2SCCCN2C(=O)C2CCCC2)cc1
 : -2	0	0.7	1.7	0.5	-6	-3	0	-13
> O=c1[nH]ncc(N/N=C\c2cccnc2)c1Cl
 : 22	-1	0.5	-0.8	0.5	4	-2	-20	0
> CCn1c(C)nc2cc(-c3nc4n(n3)Cc3ccccc3-4)ccc21
 : 94*[5 µM]	-3	3.5	-24	1.3	-94	-2	/	-18
> COc1cc(NC(=O)CSc2cc(C)c3cc(C)cc(C)c3n2)c(C(=O)O)cc1OC
 : 7	-5	1.7	1.3	0.6	/	-13	17	-9
> COc1ccc(OC(C)C(=O)Nc2cccc([N+](=O)[O-])c2)cc1 (centres undefined)
 : 25	-1	-2.1	3.1	0.2	-1	-2	24	9
> COc1ccc(CNCCc2ccccc2)cc1OCC(N)=O
 : 21	-1	0.8	-2.3	-0.1	-9	-9	-9	-5
> CO/N=C(\Cn1ncc(N2CCCC2)c(Br)c1=O)c1ccc(Cl)cc1
 : 9	-5	-1.8	-1.9	-1.1	-17	2	42	-9
> CC(C)Nc1nnc(SCC(=O)NCc2ccc3c(c2)OCO3)s1
 : 24	2	0.1	-0.2	0.6	-2	-2	5	-7
> Cc1cc(NC(=O)CN2CCCCC2)no1
 : -3	0	1.2	0.8	0.7	-6	0	-1	-10
> Cc1cc(C(=O)NCc2cc(F)cc3c2OCOC3)nn1C
 : -2	-1	-1.1	-0.4	0.6	4	-2	-2	-11
> CCCCOC(=O)NC1(C)CCS(=O)(=O)C1 (centres undefined)
 : 21	3	0.2	1.6	0.2	-10	2	16	6
> CCCc1ccc(-c2ccc(F)c(N)c2)nc1
 : 38	-1	-2.4	-8.2	-1.2	-12	-8	/	-7
> Cc1cc(C)c(C)c(S(=O)(=O)N2CCN(C)CC2)c1C
 : 23	1	0.4	1.4	0.8	-7	-10	5	-6
> Cc1cc(N2CCCC2=O)cc(C)c1CN1C(=O)c2ccccc2C1=O
 : -14	2	2.6	-2.7	0.3	-6	7	28	-3
> CCC1=C(OC(=O)N(CC)CC)N2C(=O)OC(=NCCc3c[nH]c4ccccc34)[C@]2(C)[C@H]2C1=CC[C@H]1C(=O)N(CC(=O)OC)C(=O)[C@H]12
 : 16	2	/	-0.5	/	1	-8	2	1
> CCc1ccccc1NC(=O)CSc1nnc([C@H](CCSC)NC(=O)OC(C)(C)C)o1
 : 13	4	-1.0	0.2	0.4	-12	-15	-3	-19
> O=C(NCc1cccnc1)c1ccc(COc2cccc3ccccc23)o1
 : 10	-1	0.5	-1.6	-0.1	0	-24	36	4
> Cc1nc(-c2ccc(C(=O)N3CCCC3)cc2)cs1
 : 23	0	0.6	-3.3	0.2	-22	-3	-7	-3
> Cc1ccc(-n2ncc(C(=O)N3CCc4ccccc4C3)c2NC(=O)c2ccco2)cc1C
 : 3	3	-1.2	-1.7	-0.5	-4	-20	-3	-15
> CCOC(=O)c1oc2cc(OCC(N)=O)ccc2c(=O)c1-c1ccc(OC)c(OC)c1
 : 9	-1	-0.2	-2.3	-0.1	-10	-24&2	-20&1	3&-11
> CN1C(=O)CSc2ccc(NC(=O)N3CCc4ccccc43)cc21
 : 17	2	0.2	-1.6	0.1	-10	-14	/	2
> N#Cc1nc(-c2ccco2)oc1N1CCCC1
 : 13	1	-0.6	-1.2	-0.1	-18	-6	4	-4
> COc1ccc2nc(Nc3nc(CSc4nnnn4-c4ccccc4)cc(=O)[nH]3)nc(C)c2c1
 : 19	-1	-0.4	-15	1.0	-1	4	58	-7
> CCOc1ccc(-c2cc(C(=O)NCC3CCCO3)c3ccccc3n2)cc1 (centres undefined)
 : 27	-2	0.7	1.4	0.1	-9	-7	13	-4
> COc1cc(/C=N/Nc2cc(C)nc(NS(=O)(=O)c3ccccc3)n2)ccc1O
 : 6	1	-0.8	-8.4	-0.3	-10	-11	-9	-18
> O=C(/C(=N\Nc1ccc(Br)cc1)Sc1nnnn1-c1ccccc1)c1ccccc1
 : 6	-1	-0.5	-0.4	0.8	/	-7	28	-7
> COc1cc(CC(=O)OCC(=O)NC2CC2)cc(OC)c1OC
 : 1	2	1.0	0.5	1.0	-14	-10	-10	-32
> Cc1ccc2nc(SC(C(=O)Nc3ccc(F)cc3)c3ccccc3)[nH]c2c1 (centres undefined)
 : -12	-2	0.3	3.0	0.1	/	-2	106*	4
> Cc1ccc(NC2=NCC(=O)N2Cc2ccc3c(c2)OCO3)cc1
 : -8	-2	-0.7	1.0	0.4	-10	5	-16	-8
> Oc1c(Cl)cc(Cl)c2cccnc12
 : 24	-16	1.6	-9.0	1.1	3	0	-14	7

# 8 compounds out of the list, ordered by length of the SMILES, smallest number first.
# Values in the order – PPC-1+TRAIL kill	Runt-SMMHC FRET	TRPN1 ag	TNF death inh	TRPML3 agonist	Mdm2 ligase inh	NCF1 inh	CHOP inhibitor	EBV gp42 block
> CSc1ccccc1NC(=O)c1ccc(C)o1
 : -5	-2	-0.6	-1.3	0.1	-16	-3	29	-2
> N#Cc1nc(-c2ccco2)oc1N1CCCC1
 : 13	1	-0.6	-1.2	-0.1	-18	-6	4	-4
> Cc1ccc(C(=O)NCCN2CCOCC2)cc1Cl
 : 11	-6	1.0	-0.9	-0.1	-19	-6	24	5
> COc1ccc(CNCCc2ccccc2)cc1OCC(N)=O
 : 21	-1	0.8	-2.3	-0.1	-9	-9	-9	-5
> Cc1ccc(S(=O)(=O)Cc2sc3ccccc3[n+]2C)cc1
 : 1	0	-1.6	-1.9	0.5	-5	-76	-4	1
> CCn1c(C)nc2cc(-c3nc4n(n3)Cc3ccccc3-4)ccc21
 : 94*[5 µM]	-3	3.5	-24	1.3	-94	-2	/	-18
> COc1ccc(OC(C)C(=O)Nc2cccc([N+](=O)[O-])c2)cc1 (centres undefined)
 : 25	-1	-2.1	3.1	0.2	-1	-2	24	9
> O=C(/C(=N\Nc1ccc(Br)cc1)Sc1nnnn1-c1ccccc1)c1ccccc1
 : 6	-1	-0.5	-0.4	0.8	/	-7	28	-7
